Screening results as filed in PubChem.
TRPC6 inh: mouse TRPC6 channel inhibition. Q61143. HEK293-TRPC6, membrane potential dye, ACh-evoked depolarization; stronger effect = lower value. B-score at 10 µM. hit rate 1.1% among 310,000. AID 2553;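 active = B-score under library mean minus 3 SD, initial fluorescence not abnormally high, positive integrated signal ratio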;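 note: B-score derived from integrated fluorescence ratio over the kinetic read; more negative B-score means stronger inhibition of depolarization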
SKKanGAS inh: inhibitors of SKKanGAS S. pyogenes growth in kanamycin (SK-promoter or general growth effect); BacTiter-Glo, 6 h; inhibition, % at 7.5 µM; hit rate 1.3% among 300,000;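 active = mean replicate score, as percent of positive control median, at least 50; inconclusive = mean below 50 but one replicate at or above 50; inactive = mean and every replicate below 50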;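 note: strain carries kanamycin resistance gene driven by streptokinase promoter and grows in 40 µg/ml kanamycin; loss of luminescence reflects streptokinase promoter inhibition or plain growth inhibition; 0% = median of DMSO wells and 100% = positive control at its reference dose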
Platelet DG rel: platelet dense granule release activity; AID 1663; hit rate 0.22% among 300,000; human platelet-rich plasma, SFLLRN dense granule ATP release, luminescence; inhibition, %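 (compounds screened at 7.5 µM in platelet-rich plasma)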;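 active = mean replicate score, as percent of positive control, at or above 50; inconclusive = mean below 50 but at least one replicate at or above 50; inactive = mean and every replicate below 50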
MrgX1 antagonist: human MrgX1 receptor antagonism, primary screen | Q96LB2 | MRGX1-HEK293 calcium flux, Fluo-4, BAM8-22 antagonism; stronger effect = lower value | B-score at 10 µM | hit rate 1.3% among 310,000;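 active = calcium-response B-score plate-corrected more than 3 library SD below zero, starting fluorescence within 5 deviations, no agonist response on first addition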;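 note: peak minus trough fluorescence over baseline after final BAM8-22 challenge near maximal dose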
Target sequence (Q96LB2 whole entry, looked up): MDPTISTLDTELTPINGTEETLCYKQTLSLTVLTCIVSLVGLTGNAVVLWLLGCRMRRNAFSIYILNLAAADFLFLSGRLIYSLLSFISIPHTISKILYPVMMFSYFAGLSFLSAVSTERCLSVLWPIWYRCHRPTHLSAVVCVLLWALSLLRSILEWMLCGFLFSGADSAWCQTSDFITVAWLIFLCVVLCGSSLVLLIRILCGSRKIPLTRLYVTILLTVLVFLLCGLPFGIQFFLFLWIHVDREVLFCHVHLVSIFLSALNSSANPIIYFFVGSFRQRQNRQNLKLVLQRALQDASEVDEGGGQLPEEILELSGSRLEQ
RGS4 act: RGS4 potentiation or activation; HEK293 M3R/inducible RGS4, carbachol calcium flux Fluo4; stronger effect = lower value; B-score at 10 µM; hit rate 0.92% among 310,000;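 active = B-score of the integrated calcium signal more than 4 SD below the library mean, with starting fluorescence not abnormally high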;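 note: negative B-score means reduced calcium response which marks RGS4 activation or potentiation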
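test system = HEK293 cells with stable M3R and inducible RGS4 | schedule = recording 10 s baseline at 1 Hz, 100 s post-agonist | technique = Fluo4-AM (2 µM) calcium-flux fluorescence, kinetic read | measure = Agonist-evoked peak-minus-minimum fluorescence over baseline, integrated ratio, B score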
MrgX1 ag: activates human MrgX1 receptor signaling; Q96LB2; MrgX1-HEK293 cells, Fluo-4 calcium fluorescence, agonist mode; stronger effect = higher value; B-score at 10 µM; hit rate 0.44% among 310,000; AID 588627;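 active = calcium response B-score plate-corrected fluorescence ratio at least 3 library SD, with starting fluorescence B-score inside 5 SD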
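System: HEK293 cells stably expressing human MrgX1 receptor; Dosing: test compound in the initial addition of three; Schedule: overnight plating, then 30 min 37 °C plus 30 min room-temperature dye loading; Detection: kinetic calcium dye fluorescence, Fluo-4 NW; Controls: per-plate positive and negative controls for Z′ factor.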
HIF act: HIF pathway transcriptional activation; hit rate 0.32% among 300,000; AID 1910; U2OS HRE-luciferase reporter, luminescence; normalized: DMSO 0%, desferrioxamine 100%; activation, % at 7.5 µM (by protocol);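 active = mean activation of at least 10% of the iron chelator positive control signal, with at least half of replicates also reaching 10%; inconclusive = mean and replicate majority disagree about reaching 10%; inactive = mean and most replicates under 10%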
TRPC6 activator: activators of mouse TRPC6 channel | Q61143 | AID 2550 | HEK293-TRPC6 membrane potential dye fluorescence; stronger effect = higher value | hit rate 0.13% among 310,000 | B-score at 10 µM;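 active = B-score of the integrated fluorescence ratio above library mean plus 3 SD, and starting fluorescence ratio within library mean plus 5 SD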;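 note: higher score means more depolarization so channel activation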
RGS4 block: human RGS4 inhibition; B-score at 10 µM; HEK293 M3R/RGS4 inducible, Fluo-4 calcium flux; stronger effect = higher value; triggered by carbachol at its EC20; hit rate 0.45% among 310,000; P49798;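 active = B-score, a plate-corrected calcium signal, over three deviations above library mean, with baseline fluorescence within five deviations of library mean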;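 note: RGS4 expression induced by doxycycline in cells with stable M3 receptor; B-score is computed from the integrated fluorescence ratio over baseline after carbachol; higher B-score means a larger calcium signal and so more RGS4 inhibition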
Target sequence (P49798 whole entry, looked up): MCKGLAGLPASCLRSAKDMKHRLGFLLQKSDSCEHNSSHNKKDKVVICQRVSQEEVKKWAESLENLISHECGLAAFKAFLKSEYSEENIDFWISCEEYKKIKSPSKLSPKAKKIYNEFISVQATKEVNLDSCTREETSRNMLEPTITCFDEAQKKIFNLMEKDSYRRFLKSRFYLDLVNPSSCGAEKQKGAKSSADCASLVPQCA
TRPC4 inh: inhibitors of mouse TRPC4 channel; Q9QUQ5; HEK293 TRPC4beta/mu-opioid, DAMGO-evoked Fluo4 calcium flux; stronger effect = lower value; B-score at 10 µM; hit rate 0.39% among 300,000;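 active = B-score over 3 SD under the library average, no early fluorescence shift, positive overall ratio signal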
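Assay system: HEK293 cells with stable TRPC4beta plus mu-opioid receptor expression; Probe or stimulus: DAMGO in two steps, submaximal then maximal; Dosing: single-point compound dosing; Measured by: Fluo4 calcium-dye fluorescence, kinetic read; Read-out basis: B score from integrated Fluo4 fluorescence ratio.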
MrgX1 allo act: human MrgX1 positive allosteric modulation, primary screen; hit rate 0.63% among 310,000; MrgX1-HEK293, Fluo-4 calcium flux, FDSS; stronger effect = higher value; B-score at 10 µM; Q96LB2;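 active = plate-corrected calcium response at least 3 library SD above typical, normal starting fluorescence, not activating the receptor alone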;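 note: compound read alongside a low EC10 to EC30 dose of BAM8-22 agonist; peak minus trough fluorescence over baseline measured at the second addition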
* marks the source's active call; other numbers are inactive results; i = inactive; ? = inconclusive; . = not tested or not shown.

SMILES	TRPC6 inh	SKKanGAS inh	Platelet DG rel	MrgX1 antagonist	RGS4 act	MrgX1 ag	HIF act	TRPC6 activator	RGS4 block	TRPC4 inh	MrgX1 allo act
COc1ccc(NC(=O)C2CC(c3ccccc3Cl)=NO2)cc1 (configuration not stated)	i	-5.0	-2.8	i	i	i	-0.3	i	i	i	i
CNC(=O)c1c(NC(=O)C2=COCCO2)sc2c1CCC(C)C2 (configuration not stated)	i	.	-18.8	i	i	i	1.3	i	i	i	i
CCc1nnc(NC(=O)c2cccc(S(=O)(=O)N(C)c3ccccc3)c2)s1	i	2.6	-0.6	i	i	i	0.9	i	i	i	i
CCOc1cc(C=O)ccc1OCC(N)=O	i	-3.4	1.7	i	i	i	-0.7	i	i	i	i
Cn1c(C(C#N)C(=O)c2ccco2)nc2ccccc21 (configuration not stated)	i	-0.9	-2.5	i	i	i	2.0	i	i	i	i
NS(=O)(=O)c1cccc(NS(=O)(=O)c2cccc(C(F)(F)F)c2)c1	i	-7.7	8.3	i	i	i	-0.2	i	i	i	i
COC(=O)c1ccc(Cl)cc1N(Cc1c(F)cccc1Cl)S(C)(=O)=O	-5.27*	12.8	-0.6	i	i	71.3*	0.8	i	i	i	i
O=C(CSC(=S)N1CCOCC1)Nc1nccs1	i	-1.4	-3.3	i	i	i	-0.2	i	i	i	i
CCOC(=O)c1c(CN2CCN(C)CC2)oc2ccc(OC)cc12	i	8.2	-1.4	i	i	i	0.1	i	i	i	i
O=C(CSc1ccccc1)Nc1ccc2c(c1)OCO2	i	0.9	5.7	i	i	i	3.6	i	i	i	i
CCN1C(=O)C(NC(C)=O)c2cc(OC)ccc21 (configuration not stated)	i	-13.6	-7.3	i	i	i	-0.4	i	i	i	i
COc1cc(SC)ccc1C(=O)OCc1nc2ccsc2c(=O)[nH]1	i	0.8	6.1	i	i	i	0.4	i	i	i	i
Cc1ccccc1OCC(=O)NC1CCCCCCC1	i	-0.4	3.7	i	i	i	1.5	i	i	i	i
CC1(C)CC(NC(=O)c2ccc(-c3ccc([N+](=O)[O-])cc3)o2)CC(C)(C)N1	i	3.6	-11.2	i	i	i	0.1	i	i	i	i
COc1cc(NC(=O)CSc2ccc(-c3ccco3)nn2)cc(OC)c1	i	-3.9	-5.7	i	i	i	-0.3	i	i	i	i
CCc1nnc(NC(=O)CSC(=S)N2CCOCC2)s1	-6.91*	34.3	6.2	i	i	i	0.3	i	i	i	i
CN[C@H]1CCc2cc(OC)c(OC)c(OC)c2-c2ccc(OC)c(=O)cc21	i	0.5	-3.9	i	i	i	2.4	i	i	i	i
COc1cccc(NCc2cc3c(C(C)(C)C)nn(-c4ccccc4)c3[nH]c2=O)c1	i	14.2	-0.9	i	i	i	-0.1	i	i	i	i
Cc1cc(C)nc(N2CCC(C(=O)NCc3cccc(C(F)(F)F)c3)CC2)n1	i	6.1	2.9	i	i	i	-1.1	i	i	i	i
COc1ccc(OC)c2sc(N3CCc4ccccc4C3)nc12	i	-16.6	-10.8	i	i	i	1.0	i	i	i	i
Cc1cccc(OCC(=O)NCCN2CCOCC2)c1	i	-2.4	-9.4	i	i	i	-0.2	i	i	i	i
Cc1ccc(C(=O)NC(=S)NNC(=O)COc2ccc([N+](=O)[O-])cc2)cc1	i	82.0*	-2.4	i	i	i	0.4	i	i	i	6.94*
Cc1ccc(C)[n+](CC(=O)c2ccc(-c3ccccc3)cc2)c1	i	-3.9	-2.8	i	i	i	-0.6	i	i	i	i
COc1ccc(NC(=O)CCC(=O)c2ccc(-c3ccccc3)cc2)cc1	i	-3.7	-1.7	i	i	i	0.0	i	i	i	i
CCOC(=O)c1ccccc1Oc1c(F)c(F)nc(NCCO)c1F	i	-9.1	8.2	i	i	i	0.2	i	i	i	i
Continuation:
SMILES	TRPC6 inh	SKKanGAS inh	Platelet DG rel	MrgX1 antagonist	RGS4 act	MrgX1 ag	HIF act	TRPC6 activator	RGS4 block	TRPC4 inh	MrgX1 allo act
COCc1nc2ccccc2n1Cc1ccccc1	i	-2.5	-0.7	i	i	i	1.5	i	i	i	i
CN(C)CCCN(C(=O)c1ccco1)c1nc2ccc(F)cc2s1	-5.57*	5.6	-0.2	i	i	i	.	i	i	i	i
Cn1c(SCC(=O)c2ccccc2)nnc1-c1cccnc1	i	1.2	22.2	i	i	i	1.2	i	i	i	i
Cn1nc(-c2ccccc2)c(/C=N/O)c1Cl	i	3.1	-2.6	i	i	i	-0.2	i	i	i	i
O=C(c1cccc(F)c1)N1CCN(Cc2cccc(Br)c2)CC1	i	-9.0	8.7	i	i	i	-3.1	i	i	i	i
CC1CCCCN1S(=O)(=O)c1ccccc1[N+](=O)[O-] (configuration not stated)	i	-0.5	-8.3	i	i	i	-0.4	i	i	i	i
CC1CC(C)CN(S(=O)(=O)N2CCCC(C(=O)NCCc3ccc(Cl)cc3)C2)C1 (configuration not stated)	i	-4.5	10.8	i	i	i	-0.4	i	i	i	i
COC(=O)c1ccc(NC(=O)CN2CCN(c3ccccc3C)CC2)cc1	i	5.7	7.1	i	i	i	-0.3	i	i	i	i
Cc1ccc(OCCn2cnc3ccccc3c2=O)c([N+](=O)[O-])c1	i	9.1	5.2	i	i	i	5.0	i	i	i	i
N=C1C(c2nc(-c3ccc(Cl)cc3)cs2)=C(O)CN1CCCN1CCOCC1	i	-7.3	?	i	i	i	0.0	i	i	i	i
CC1=C(C(=O)Nc2ccccc2F)C(c2cccs2)NC(=S)N1 (configuration not stated)	i	7.6	-0.2	i	i	i	-0.3	i	i	i	i
CCn1c(=O)c(CCC(=O)NCCN2CCOCC2)c(C)c2c(C)nn(-c3ccccc3)c21	i	-1.6	-18.7	i	i	i	-0.4	i	i	i	i
CN(C)CCn1cnc2c1c(=O)n(C)c(=O)n2C	i	-6.4	-5.5	i	i	i	0.1	i	i	i	i
CC(=O)c1ccccc1C(=O)N1CCCC(C(=O)c2ccc(C(F)(F)F)cc2)C1 (configuration not stated)	i	1.1	-9.3	i	i	i	1.4	i	i	i	i
CCOc1ccc(S(=O)(=O)Nc2ccccn2)c2ccccc12	i	1.6	12.3	i	i	i	0.0	i	i	i	i
O=C(O)C1C2CCC(C2)C1C(=O)NCc1ccco1 (configuration not stated)	i	-9.4	5.6	i	i	i	0.0	i	i	i	i
COc1ccc(NC(=O)C(F)(OC)C(F)(F)F)c(OC)c1 (configuration not stated)	i	4.9	3.0	i	i	i	.	i	i	i	i
Cc1ccccc1C1CCCN(C(=O)c2cc(COc3c(F)cccc3F)on2)C1 (configuration not stated)	i	-0.1	24.8	i	i	i	-0.1	i	i	i	i
CCn1nc(C)cc1C(=O)N1CCCC(Nc2ccc(C(C)C)cc2)C1 (configuration not stated)	i	1.3	-2.9	.	i	.	0.5	i	i	i	.
CCOc1ncccc1C(=O)Nc1ccc(S(=O)(=O)N2CCCC2)cc1	i	-2.1	3.2	i	i	i	-0.9	i	i	i	i
CCOCCCNC(=O)CN1C(=O)CSc2ccccc21	i	-7.8	22.1	i	i	i	0.1	i	i	i	i
O=C(Nc1cccc(Cl)c1)c1cccnn1	i	-0.2	2.4	i	i	i	-1.7	i	i	i	i
O=C(NC1CCN(C(=S)Nc2ccc(Cl)cc2)CC1)C1CCCCC1	i	1.5	-6.0	i	i	i	0.5	i	i	i	i
COc1ccccc1N(CC(=O)NCCSCc1ccc(C)cc1)S(=O)(=O)c1ccccc1	i	3.3	15.9	i	-10.1*	i	-0.6	i	i	i	i
Cc1cc(C)cc(NC(=O)c2ccc(CNc3c(N4CCCC4)c(=O)c3=O)cc2)c1	i	4.7	0.1	i	i	i	-0.5	i	i	i	i
Continued:
SMILES	TRPC6 inh	SKKanGAS inh	Platelet DG rel	MrgX1 antagonist	RGS4 act	MrgX1 ag	HIF act	TRPC6 activator	RGS4 block	TRPC4 inh	MrgX1 allo act
O=C(Nc1cccnc1Cl)C1c2ccccc2Oc2ccccc21	i	12.7	-1.3	i	i	i	-0.2	i	i	i	i
COc1cc(OC)cc(C(=O)OCC(=O)Nc2ccc(F)cc2F)c1	i	-11.1	-6.8	i	i	i	1.0	i	i	i	i
CCOC(=O)C1CCN(C(=O)C2CCN(c3nn4c(=O)cc(C)nc4s3)CC2)CC1	i	22.0	0.8	i	i	i	-0.6	i	i	i	i
CCNC(=S)Nc1ccc(S(=O)(=O)Nc2cc(C)nc(C)n2)cc1	i	-1.0	8.8	i	i	i	-0.7	i	i	i	i
Cc1ccc2[nH]c(=O)c(CN(CC3CCCO3)C(=O)c3cccs3)cc2c1 (configuration not stated)	i	4.0	15.4	i	i	i	0.5	i	i	i	35.5*
CC(c1ccccc1)N1C(=O)C2C3C=CC(C4CC34)C2C1=O (configuration not stated)	i	-8.0	-8.0	i	i	i	0.0	i	i	i	i
COc1ccc(-c2cc(C)no2)cc1S(=O)(=O)N1CCOc2ccc(C)cc21	i	-0.3	24.0	i	i	i	-0.2	i	i	i	i
NC(=NCCc1ccccc1)NS(=O)(=O)c1ccccc1	i	-0.7	2.8	i	i	i	-0.2	i	i	i	i
COc1cccc(N2CCN(CC(=O)Nc3nnc(-c4ccccc4)s3)CC2)c1	i	29.7	-6.0	i	i	i	-1.3	i	i	i	i
CN1CCN(c2cnn(-c3ccccc3)c(=O)c2Br)CC1	i	0.6	-1.7	i	i	i	1.6	i	i	i	i
CC(=O)Nc1ccc(NC(=O)c2ccc(-n3c(C)ccc3C)cc2)cc1	i	7.8	4.2	i	i	i	0.4	i	i	i	i
O=C(CNCc1cccs1)Nc1ccc(OC(F)(F)F)cc1	i	-2.4	-9.4	i	i	i	-23.5	i	i	i	i
COc1ccc2oc(=N)c(C(=O)Nc3ccc(Cl)cc3)cc2c1	i	-1.6	5.7	i	i	i	1.2	i	i	i	i
Cc1ccc(C)c(-n2c(Cc3cccs3)n[nH]c2=S)c1	i	0.4	0.0	i	i	i	0.2	i	i	i	i
Cc1onc(C(=O)Nc2ccccc2C(F)(F)F)c1[N+](=O)[O-]	i	1.8	2.0	i	i	i	-0.2	i	i	i	i
COC(=O)C1CCN(Cc2ccc(OCCCN3CCN(c4ccc([N+](=O)[O-])cc4)CC3)cc2)CC1	i	-2.0	-1.4	i	i	i	0.8	i	i	i	i
